FLuc counter = qHTS profiling assay for firefly luciferase inhibitor/activator using purifed enzyme and Km concentrations of substrates (counterscreen for miR-21 project); Luciferin 4-monooxygenase (Photinus pyralis), P08659; purified FLuc, Km substrates, luminescence inhibition; Potency, µM (series often up to 57.5 µM), for inactives: at the top dose activity change, negative = inhibition, most hits filed as inhibitors; 6.9% of 360,000 active; AID 588342, 2011; active = well fitted inhibition curve with a large enough effect; inconclusive = small, poorly fitted or top-dose-only effect;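 also: plate controls were vehicle for no effect and reference inhibitor for full effect; nearly all actives have a fitted effect of over 55% in size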
Target sequence (P08659 whole entry, looked up): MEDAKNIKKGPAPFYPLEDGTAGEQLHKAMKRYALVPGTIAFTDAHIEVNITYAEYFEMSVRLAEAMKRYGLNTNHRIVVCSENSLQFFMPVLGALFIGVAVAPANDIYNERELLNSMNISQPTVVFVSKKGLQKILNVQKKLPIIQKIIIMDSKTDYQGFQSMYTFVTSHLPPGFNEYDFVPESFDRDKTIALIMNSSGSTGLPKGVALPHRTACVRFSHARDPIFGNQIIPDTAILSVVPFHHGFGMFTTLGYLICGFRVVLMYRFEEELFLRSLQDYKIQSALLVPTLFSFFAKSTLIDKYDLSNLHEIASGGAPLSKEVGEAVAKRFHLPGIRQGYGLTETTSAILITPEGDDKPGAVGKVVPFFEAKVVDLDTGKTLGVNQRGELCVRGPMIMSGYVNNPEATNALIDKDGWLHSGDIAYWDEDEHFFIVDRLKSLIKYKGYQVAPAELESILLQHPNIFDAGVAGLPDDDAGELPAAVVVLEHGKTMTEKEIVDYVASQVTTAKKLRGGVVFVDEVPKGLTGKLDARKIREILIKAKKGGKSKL
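Purified P. pyralis luciferase (10nM final) with 10uM D-luciferin and 10uM ATP (Km levels) in 50mM Tris acetate pH 7.5, 10mM Mg acetate, 0.01% Tween-20, 0.05% BSA; qHTS 6-point titration, ~60 µM downward; luminescence read.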
An asterisk follows results filed as active; ? = inconclusive. Potency is read from the fitted curve at half-maximal effect. This is a subset. The share of hits here may be higher or lower than overall.

SMILES | FLuc counter
COc1ccccc1NC(=O)C1=C(C)Nc2nc(-c3ccco3)nn2C1c1cccc(C)c1 (configuration not stated) | -6.5%
CNC(=O)c1ccc(Nc2nnc(-c3ccc(C)c(S(=O)(=O)NC(C)(C)C)c3)c3ccccc23)cc1 | -5.2%
COc1ccc(NC(=O)[C@H]2O[C@@H]3OC(C)(C)O[C@@H]3[C@H]3OC(C)(C)O[C@H]32)c(OC)c1 | -0.7%
O=C(CN1CCCN(Cc2cccc(F)c2)S1(=O)=O)Nc1ccc2c(c1)OCCO2 | -4.5%
CCOc1ccc(N2CC(NC(=O)c3ccc(S(=O)(=O)N4CCCC4)cc3)CC2=O)cc1 (configuration not stated) | -1.0%
CCC(C(=O)N1CCN(c2ccccc2F)CC1)n1nc(C)c2sc3ccccc3c2c1=O (configuration not stated) | 15.1µM*
COc1ccc(CCNC(=O)C(=O)NCC(c2ccco2)S(=O)(=O)c2ccc(F)cc2)cc1 (configuration not stated) | -1.6%
CC(=O)c1ccc(N2CCN(S(=O)(=O)c3cc(-c4noc(C)n4)ccc3C)CC2)cc1 | -10.0%
CC1CCN(C(=O)c2ccc3c(c2)N(Cc2ccccc2)C(=O)c2ccccc2S3(=O)=O)CC1 | 7.1%
CCN(c1ccccc1)S(=O)(=O)c1nnc(NC(=O)C2CCCCC2)s1 | 2.69µM*
CCN(c1ccccc1)S(=O)(=O)c1ccc(NC(=O)c2cc(=O)c3cc(C)ccc3o2)cc1 | 0.1%
Cc1ccc(/C=C(\C#N)C(=O)Nc2cccc(Br)c2)o1 | 2.1%
CC1Cc2cc(S(=O)(=O)CCC(=O)NCc3ccc(Cl)cc3)ccc2N1C(=O)C1CC1 (configuration not stated) | -4.8%
CCCCn1cc(S(=O)(=O)c2ccc(Cl)cc2)c(=O)c2cc(F)c(N3CCCCC3)cc21 | -0.3%
Clc1ccc(CSc2nc(NCCc3ccccc3)c3ccccc3n2)cc1 | 4.3%

Looked up by compound from the list above, two records:
SMILES | FLuc counter
CCN(c1ccccc1)S(=O)(=O)c1ccc(NC(=O)c2cc(=O)c3cc(C)ccc3o2)cc1 | 0.1%
Clc1ccc(CSc2nc(NCCc3ccccc3)c3ccccc3n2)cc1 | 4.3%

The listing picks up, repeating the three entries before the break.
SMILES | FLuc counter
CC1Cc2cc(S(=O)(=O)CCC(=O)NCc3ccc(Cl)cc3)ccc2N1C(=O)C1CC1 (configuration not stated) | -4.8%
CCCCn1cc(S(=O)(=O)c2ccc(Cl)cc2)c(=O)c2cc(F)c(N3CCCCC3)cc21 | -0.3%
Clc1ccc(CSc2nc(NCCc3ccccc3)c3ccccc3n2)cc1 | 4.3%
COc1cc(-c2nnc(SCC(=O)Oc3ccc(C)cc3C)o2)cc(OC)c1OC | -11.5%
COc1ccccc1CNC(=O)c1ccc(N2CCCC2)c(NC(=O)NCc2ccc(F)cc2)c1 | -0.4%
COc1ccc(NC(=O)c2oc3ccc(S(=O)(=O)N4CCCCC4)cc3c2C)cc1 | 0.7%
Fc1ccc(-c2nnc(CN3CCN(c4ccccn4)CC3)o2)cc1 | -0.4%
COc1ccc(NC(=O)/C=C\C(=O)N(c2ccc(C(C)C)cc2)C(C(=O)NCc2ccco2)c2ccc(F)cc2)cc1 (configuration not stated) | 6.2%
Cc1ccc(-n2nnnc2CNC(=O)c2ccc(F)cc2)cc1C | -1.7%
Cn1nnc2c(N3CCN(c4cccc(C(F)(F)F)c4)CC3)ncnc21 | -2.2%
COc1cc(C2c3c(oc4ccc(F)cc4c3=O)C(=O)N2Cc2ccc3c(c2)OCO3)ccc1O (configuration not stated) | 3.0%
O=S(=O)(c1ccc2nc(Nc3ccc(F)cc3)ccc2c1)N1CCCC1 | 0.8%
CCN(CC)C(=O)c1sc2c(c1C)c(=O)n(Cc1ccccc1)c(=O)n2Cc1ccc(Cl)cc1 | -1.5%
COc1ccc(-c2[nH]ncc2C(=O)NCc2ccccc2OC)cc1 | 2.5%
COc1ccc(C(=O)Nc2ccc(OCc3cc(=O)n4ccccc4n3)cc2)cc1 | -6.7%
CC(CNC(=O)CCCn1c(=O)c2cccn2c2ccccc21)c1ccccc1 (configuration not stated) | 0.0%
CCOc1ccc(N(CC)S(=O)(=O)N2CCCC(C(=O)Nc3ccc(NC(C)=O)cc3)C2)cc1 (configuration not stated) | 6.5%
O=C(CCCn1c2ccccc2c(=O)c2ccccc21)Nc1cccc(Cl)c1 | ?
CN(C)c1ccc(CNC(=O)Cn2ccc3cc(S(=O)(=O)N4CCCCCC4)ccc32)cc1 | -6.9%
COc1cc(NC(=O)C(CC(C)C)NS(=O)(=O)c2ccc3c(c2)oc(=O)n3C)c(C(=O)O)cc1OC (configuration not stated) | -24.4%
CCNC(=O)CC1C(=O)N(c2ccc(F)cc2)C(=O)N1Cc1ccc(C)cc1 (configuration not stated) | 0.0%
CCN1c2ccccc2-c2nc(SCC(=O)Nc3cc(OC)cc(OC)c3)ncc2S1(=O)=O | 0.1%
CC(=O)c1ccc(N2CCN(S(=O)(=O)c3ccc4[nH]c5c(c4c3)CCCC5)CC2)cc1 | -0.8%
O=S(=O)(NCc1ccc(Cl)cc1)c1ccc(N2CCCCS2(=O)=O)cc1 | 3.0%
COc1ccc(NC(=O)c2sc3nc4n(c(=O)c3c2C)CCC4)cc1Cl | 7.3%
Cc1ccc(-n2ncc3c(NCCO)ncnc32)cc1Cl | 6.01µM*
CCC(=O)N1CCc2cc(Br)cc(S(=O)(=O)N3CCC(C(=O)Nc4ccc(OC)cc4)CC3)c21 | 0.6%
CCN(CC)CCNC(=O)Cn1ncc2c3ccccc3n(Cc3ccccc3C)c2c1=O | 1.7%
Cc1ccc(NC(=O)N2CCN3CCCCC3C2)cc1F (configuration not stated) | 5.3%
CCc1ccc(S(=O)(=O)c2cn(C)c3ccc(C)cc3c2=O)cc1 | 2.4%
Cc1cc(C)c(NC(=O)CCCn2c(C)c3cnn(-c4ccccc4)c(=O)c3c2C)c(C)c1 | -10.5%
C=C(C)Cn1c(SCC(=O)Nc2cccc(C)c2)nc2sc3c(c2c1=O)CCCC3 | 0.4%
CCOC(=O)Cc1ccc(NC(=O)N2CCOc3ccc(C)cc32)cc1 | 2.6%
Cc1ccc(C)c(S(=O)(=O)c2nnn3c2nc(Nc2ccc(F)c(Cl)c2)c2sccc23)c1 | 4.8%
Cc1ccc2c(=O)c(C(=O)c3ccccc3)cn(CC(=O)Nc3ccc4c(c3)OCCO4)c2n1 | 2.7%
Cc1ccc2oc(-c3ccc(Cl)c(NC(=O)Cc4ccccc4)c3)nc2c1 | -4.0%
CCN1CCN(CCCNC(=O)c2cc3c(=O)n(C)c4ccccc4c3s2)CC1 | 5.0%
CCN1C(=O)C(Cc2nc3ccccc3c(=O)n2C)c2cc(C)ccc21 (configuration not stated) | 3.6%
CCN(c1ccccc1)c1nnc(NC(=O)Nc2ccccc2F)s1 | -10.0%
O=c1cc(-c2ccccc2)n2c(SCc3ccccc3Cl)nnc2[nH]1 | ?
CCn1c(C(=O)NCc2cccc(Br)c2)cc2oc3ccccc3c21 | 3.1%
O=C(Nc1ccc(F)cc1F)c1ccc(-n2cnnc2)cc1 | -2.2%
Cc1ccc(C(=O)N2CCCCC2CCN2CCCCC2)cc1 (configuration not stated) | -1.0%
COc1ccccc1CNC(=O)CCn1nc(C)c2c(C)n(-c3ccccc3)nc2c1=O | -0.6%
CN(C)S(=O)(=O)c1ccc(C(=O)NCCSc2c(-c3ccc(Br)cc3)[nH]c3ccccc23)cc1 | 1.1%
CC(NC(=O)Cn1ncc2c3ccccc3n(Cc3ccc(F)cc3)c2c1=O)c1ccccc1 (configuration not stated) | -1.6%
Cc1ccc(OCC(=O)NCC(c2ccc(Cl)cc2)N2CCCCC2)cc1 (configuration not stated) | -9.5%
CCOc1ccc(-c2nc(SCC(=O)Nc3ccc4c(c3)OCCO4)c(-c3ccc(F)cc3)[nH]2)cc1 | 2.9%

Two of the compounds above, as tab-separated lines.
smiles	FLuc counter
CCN1C(=O)C(Cc2nc3ccccc3c(=O)n2C)c2cc(C)ccc21 (configuration not stated)	3.6%
CCN(c1ccccc1)c1nnc(NC(=O)Nc2ccccc2F)s1	-10.0%

Carrying on.
SMILES | FLuc counter
CC(=O)N1CCc2c(sc3c2c(=O)n(-c2ccccc2)c(=O)n3CC(=O)Nc2cc(C)cc(C)c2)C1 | -0.8%
CCn1cc2c(n1)-c1c(oc(C(=O)Nc3ccc(Br)cc3F)c1C)CC2 | -1.8%
Cc1ccc(Cl)cc1NC(=O)C1CCN(c2nc3ccccc3n3cccc23)CC1 | -12.8%
COc1ccccc1CCNC(=O)c1cc2ccccn2n1 | ?
Cc1ccccc1NC(=O)c1c(C)oc2ccc(O)c(CN3CCCC(C)C3)c12 (configuration not stated) | -1.6%
CCc1ccccc1N(CC)C(=O)Cn1nc(Cc2ccncc2)c2ccccc2c1=O | -6.6%
CCC(=O)N1CCc2cc(S(=O)(=O)NC(CC(C)C)C(=O)Nc3cccc(C)c3C)ccc21 (configuration not stated) | 0.7%
COc1ccc(-c2nc(S(=O)(=O)c3ccc(Cl)cc3)c(NCc3ccccc3)o2)cc1 | -2.2%
Cc1c(CC(=O)NCCc2ccc(Cl)cc2)c(=O)oc2c(C)c3occ(C(C)(C)C)c3cc12 | 1.2%
Cc1ccc2occ(CC(=O)Nc3ccc(Cl)c(C(F)(F)F)c3)c2c1 | 3.5%
COCCNC(=O)CCCn1c(SCC(=O)NCc2ccc(C)cc2)nc2c(sc3ccccc32)c1=O | -0.3%
Cc1c(Cl)cccc1NC(=O)CCS(=O)(=O)c1ccc(Br)s1 | 1.2%
Cc1ccc(CNS(=O)(=O)c2cc(C(=O)Nc3ccc(C(C)C)cc3)ccc2F)cc1 | -16.3%
CCN1CCN(C(c2ccc(SC)cc2)c2c(O)cc(C)n(Cc3ccco3)c2=O)CC1 (configuration not stated) | ?
Cc1ccc(S(=O)(=O)N2CCCc3cc(NS(=O)(=O)c4ccc(C)c(C)c4)ccc32)cc1 | 0.9%

Some values from the list:
`CC(=O)N1CCc2c(sc3c2c(=O)n(-c2ccccc2)c(=O)n3CC(=O)Nc2cc(C)cc(C)c2)C1` | FLuc counter: -0.8%
`Cc1ccc(Cl)cc1NC(=O)C1CCN(c2nc3ccccc3n3cccc23)CC1` | FLuc counter: -12.8%
`Cc1ccccc1NC(=O)c1c(C)oc2ccc(O)c(CN3CCCC(C)C3)c12` (configuration not stated) | FLuc counter: -1.6%
`Cc1ccc2occ(CC(=O)Nc3ccc(Cl)c(C(F)(F)F)c3)c2c1` | FLuc counter: 3.5%

(cont.)
SMILES | FLuc counter
CCOC(=O)c1sc2ccccc2c1S(=O)(=O)Nc1c(C)cccc1C | -2.9%
COC(=O)CN1C(=O)C(O)(CC(=O)c2ccc(F)cc2)c2ccccc21 (configuration not stated) | -1.8%
Cc1ccc(S(=O)(=O)Nc2ccc3c(c2)CCCN3C(=O)c2cccs2)cc1C | -11.7%
CCOC(=O)c1ccc(NC(=O)C2CCN(S(=O)(=O)Cc3ccccc3)CC2)cc1 | 2.7%
CCOC(=O)c1cc(S(=O)(=O)NCc2ccc(C)cc2)[nH]n1 | ?
CCOC(=O)c1nnn(C(CC)C(=O)Nc2ccc(F)cc2)c1C(=O)OCC (configuration not stated) | -1.1%
O=C(c1ccccc1)n1nc(-c2ccco2)nc1NCc1cccs1 | -1.2%
CC(=O)c1ccc(NC(=O)CSc2nccn2Cc2ccc3c(c2)OCO3)cc1 | -7.9%
COc1ccc(CNC(=O)c2c(Nc3ccc(OC)cc3OC)sc(C(=O)c3ccc(Cl)cc3)c2N)cc1 | -0.1%
CCOC(=O)c1c(S(=O)(=O)NCC(=O)N2CCN(c3cc(C)ccc3C)CC2)c(C)n(C)c1C | -12.9%
NC(=O)C1CCN(c2nc(-c3ccc(Cl)cc3)cs2)CC1 | ?
CCOc1ccc(Nc2c(S(=O)(=O)c3ccc(Cl)cc3)cnc3ccc(OC)cc23)cc1 | 1.3%
CCc1cccc(C)c1NC(=O)c1cc(S(=O)(=O)NCc2ccccc2Cl)ccc1F | -2.8%
CCCn1c(=O)c2sccc2n2c(CCCC(=O)Nc3ccc(C)c(F)c3)nnc12 | -2.9%
CCN(Cc1ccccc1)S(=O)(=O)c1ccc(F)c(C(=O)Nc2cc(C)ccc2OC)c1 | -3.9%
O=C(c1ccco1)N(Cc1cccnc1)c1nc2c(F)cccc2s1 | -14.9%
Cc1ccc(C)c(CSc2cn(CC(=O)N3CCCC3)c3ccccc23)c1 | ?
COC(=O)c1ccccc1NC(=O)c1sc2nc(C)cc(C)c2c1NC(=O)c1ccccc1OC | -7.6%
CNS(=O)(=O)c1cn(CC(=O)N2CCN(c3cccc(C)c3C)CC2)cc1S(=O)(=O)NC | 2.1%
CCOc1cc(C(=O)Nc2ccc(S(=O)(=O)Nc3cc(OC)nc(OC)n3)cc2)cc(OCC)c1OCC | -2.3%
COc1ccc(NC(=O)COCc2cc(-c3ccc4c(c3)OCO4)on2)cc1 | -26.5%
CCOc1ccc(NS(=O)(=O)c2c(C)nc3sc(C)c(C)n3c2=O)cc1 | -2.5%
O=C(NCc1cccs1)c1ccc2c(c1)sc1nc(-c3ccccc3)cn12 | -6.0%
COc1ccc(OC)c(NS(=O)(=O)c2ccc(N3CCCCS3(=O)=O)cc2)c1 | 2.1%
CCCc1nn2c(=O)cc(COC(=O)c3ccccc3NC(=O)c3ccc(OCC)cc3)nc2s1 | -12.4%
O=C(c1cc2ccc3cccnc3c2[nH]1)N1CCN(c2ccc(Cl)cc2)CC1 | -5.5%
COc1ccc(C(=O)NCCc2nc3ccccc3[nH]2)cc1 | -7.5%
O=C(O)Cn1nnc(-c2ccc(OCc3cccc(C(F)(F)F)c3)cc2)n1 | ?
COc1ccc(N2C(=O)Cc3cc(OC)c(OC)cc3C2c2ccc(F)cc2)cc1 (configuration not stated) | 5.8%
Cc1ccc(CCNC(=O)c2ccc(NC(=O)N3CC(C)Sc4ccccc43)cc2)cc1 (configuration not stated) | -5.7%
COc1ccc(CNC(=O)c2ccc(NC(=O)N3CCSc4ccccc43)cc2)cc1 | -2.5%

From PubChem BioAssay
